mHTT CaM bind = mutant huntingtin-calmodulin interaction inhibitors – biochemical, AlphaScreen, primary screen | 3.6% of 190,000 active | AlphaScreen His-mHTT/GST-CaM binding, luminescence | P42858 | inhibition, % at 15 µM | AID 1671202, 2021;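 further: 0% = both proteins with DMSO and 100% = one protein alone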
Target sequence (P42858 whole entry, looked up, stated change not applied): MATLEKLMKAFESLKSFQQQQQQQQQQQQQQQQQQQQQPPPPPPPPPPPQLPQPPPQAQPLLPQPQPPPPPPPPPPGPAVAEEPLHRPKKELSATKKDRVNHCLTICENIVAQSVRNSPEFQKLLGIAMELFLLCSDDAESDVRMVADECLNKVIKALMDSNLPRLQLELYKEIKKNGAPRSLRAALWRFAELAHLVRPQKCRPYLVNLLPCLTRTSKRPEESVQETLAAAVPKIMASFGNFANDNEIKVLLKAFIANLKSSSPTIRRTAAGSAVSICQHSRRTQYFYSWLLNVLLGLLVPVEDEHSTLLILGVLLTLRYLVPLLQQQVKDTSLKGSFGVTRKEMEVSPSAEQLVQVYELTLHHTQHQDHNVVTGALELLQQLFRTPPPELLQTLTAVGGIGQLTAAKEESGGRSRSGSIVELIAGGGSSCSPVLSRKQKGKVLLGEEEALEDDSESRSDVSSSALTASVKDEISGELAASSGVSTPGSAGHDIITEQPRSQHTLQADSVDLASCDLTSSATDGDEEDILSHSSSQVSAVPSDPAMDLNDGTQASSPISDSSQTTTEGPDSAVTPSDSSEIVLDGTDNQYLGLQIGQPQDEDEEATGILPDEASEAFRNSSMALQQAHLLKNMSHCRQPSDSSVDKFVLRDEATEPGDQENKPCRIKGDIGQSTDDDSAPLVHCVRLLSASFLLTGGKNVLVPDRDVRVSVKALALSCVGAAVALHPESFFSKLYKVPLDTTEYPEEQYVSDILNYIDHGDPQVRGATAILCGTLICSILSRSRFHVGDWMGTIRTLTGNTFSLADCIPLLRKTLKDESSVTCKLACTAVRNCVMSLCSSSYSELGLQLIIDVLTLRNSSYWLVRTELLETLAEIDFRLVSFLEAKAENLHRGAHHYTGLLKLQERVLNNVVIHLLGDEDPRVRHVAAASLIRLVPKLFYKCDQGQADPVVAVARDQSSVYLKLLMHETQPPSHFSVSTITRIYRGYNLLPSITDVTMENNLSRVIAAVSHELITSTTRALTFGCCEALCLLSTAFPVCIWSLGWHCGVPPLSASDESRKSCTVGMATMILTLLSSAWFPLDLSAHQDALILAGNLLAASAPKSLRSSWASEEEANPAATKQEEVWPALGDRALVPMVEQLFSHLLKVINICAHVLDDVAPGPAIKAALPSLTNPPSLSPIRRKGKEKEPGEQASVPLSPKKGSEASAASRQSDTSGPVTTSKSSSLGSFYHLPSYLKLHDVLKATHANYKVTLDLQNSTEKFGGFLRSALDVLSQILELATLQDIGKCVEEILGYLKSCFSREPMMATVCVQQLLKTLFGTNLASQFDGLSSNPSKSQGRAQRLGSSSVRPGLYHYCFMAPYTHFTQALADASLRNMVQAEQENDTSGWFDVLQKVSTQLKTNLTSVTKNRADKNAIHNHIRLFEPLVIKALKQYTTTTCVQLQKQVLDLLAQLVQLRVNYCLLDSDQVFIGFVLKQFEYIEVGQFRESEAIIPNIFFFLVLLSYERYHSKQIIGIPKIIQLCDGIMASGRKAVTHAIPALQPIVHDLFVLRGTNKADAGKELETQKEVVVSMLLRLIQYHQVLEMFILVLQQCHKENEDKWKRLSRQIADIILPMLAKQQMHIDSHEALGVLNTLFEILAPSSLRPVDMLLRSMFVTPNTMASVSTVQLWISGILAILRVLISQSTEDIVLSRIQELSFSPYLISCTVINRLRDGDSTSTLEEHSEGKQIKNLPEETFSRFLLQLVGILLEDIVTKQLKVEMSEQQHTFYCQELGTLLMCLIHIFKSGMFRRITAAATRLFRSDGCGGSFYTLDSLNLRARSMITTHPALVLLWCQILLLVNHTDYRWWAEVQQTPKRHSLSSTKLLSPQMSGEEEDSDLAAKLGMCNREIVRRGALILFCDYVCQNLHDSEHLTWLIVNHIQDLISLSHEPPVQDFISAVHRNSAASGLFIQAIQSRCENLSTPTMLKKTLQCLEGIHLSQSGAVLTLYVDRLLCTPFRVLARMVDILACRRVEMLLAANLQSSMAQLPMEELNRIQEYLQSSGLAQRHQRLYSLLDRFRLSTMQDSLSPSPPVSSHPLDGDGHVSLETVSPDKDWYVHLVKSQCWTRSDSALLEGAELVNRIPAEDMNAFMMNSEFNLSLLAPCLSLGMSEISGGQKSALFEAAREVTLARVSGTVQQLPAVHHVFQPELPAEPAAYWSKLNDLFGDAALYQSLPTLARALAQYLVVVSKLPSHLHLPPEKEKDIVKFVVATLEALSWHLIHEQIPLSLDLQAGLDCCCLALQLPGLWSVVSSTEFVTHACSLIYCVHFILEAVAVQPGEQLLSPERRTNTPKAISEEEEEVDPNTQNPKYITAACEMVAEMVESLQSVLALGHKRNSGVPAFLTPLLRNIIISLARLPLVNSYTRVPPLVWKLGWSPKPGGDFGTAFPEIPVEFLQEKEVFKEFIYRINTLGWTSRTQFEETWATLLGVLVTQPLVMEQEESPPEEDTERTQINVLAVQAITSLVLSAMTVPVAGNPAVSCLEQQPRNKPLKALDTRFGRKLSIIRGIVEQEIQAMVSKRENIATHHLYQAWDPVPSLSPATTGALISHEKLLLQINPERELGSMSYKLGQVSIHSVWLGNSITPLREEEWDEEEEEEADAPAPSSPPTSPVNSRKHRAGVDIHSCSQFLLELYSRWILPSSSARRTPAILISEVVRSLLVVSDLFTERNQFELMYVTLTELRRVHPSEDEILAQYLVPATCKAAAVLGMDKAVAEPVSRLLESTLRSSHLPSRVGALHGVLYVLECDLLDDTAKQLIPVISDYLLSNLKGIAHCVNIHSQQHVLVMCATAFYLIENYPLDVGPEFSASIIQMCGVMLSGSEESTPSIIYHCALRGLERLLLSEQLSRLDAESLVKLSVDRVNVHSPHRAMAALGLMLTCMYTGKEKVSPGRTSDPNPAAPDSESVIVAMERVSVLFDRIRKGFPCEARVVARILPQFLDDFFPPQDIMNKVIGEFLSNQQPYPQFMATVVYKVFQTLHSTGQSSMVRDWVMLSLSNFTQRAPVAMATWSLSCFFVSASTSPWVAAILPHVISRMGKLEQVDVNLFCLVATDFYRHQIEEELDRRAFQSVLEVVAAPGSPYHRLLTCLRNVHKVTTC
Pf apPOL inh = Pf-apPOL inhibitors, biochemical, fluorescence; inhibition, % at 10 µM; Plasmodium falciparum apicoplast DNA polymerase (apPOL); Recombinant Pf-apPOL, molecular beacon fluorescence, 1.5 h; 0.25% of 210,000 active
* = called active by the depositor; i = inactive; / = no result given; & = joins results of further samples. No stated cut-off is given here; in the data, active means inhibition above about 50%; inactive means the rest. Only part of the results is shown; the hit share may differ from the screen's.

A first look, two compounds:
SMILES	mHTT CaM bind	Pf apPOL inh
COc1cccc(CNC(=O)CCS(=O)(=O)Cc2ccccc2F)c1	-7	-12
O=S(=O)(Nc1nccs1)c1ccc2ccccc2c1	-2	/

The listing, previewed entries included:
SMILES	mHTT CaM bind	Pf apPOL inh
COc1cccc(CNC(=O)CCS(=O)(=O)Cc2ccccc2F)c1	-7	-12
O=S(=O)(Nc1nccs1)c1ccc2ccccc2c1	-2	/
Nc1ncnc2c1nc(Br)n2CC(O)CO (stereo not given)	4	-4
CCCNc1cc(N2CCC(CCC(=O)N3CCCCCC3)CC2)ncn1	10	-6
Cc1cc(NC(=O)c2ccc(S(C)(=O)=O)cc2)no1	0	3
COc1cc(C2Oc3nc(SC)nnc3-c3ccccc3N2C(C)=O)cc(OC)c1OC (stereo not given)	14	-12
COc1ccc(C2CC(=O)C3=C(C2)Nc2ccccc2NC3c2cccc(F)c2)cc1OC (stereo not given)	22	-9
CCOCCCNC(=O)C(C)C1CCN(C(=O)c2sc(-c3ccccc3)nc2C)CC1 (stereo not given)	17	-4
COc1ccccc1Nc1ncnc2ccccc12	2	0
O=C(Nc1ccc2nc(-c3ccccn3)c(-c3ccccn3)nc2c1)N1CCC(c2ccccc2)C1 (stereo not given)	17	-3
N#Cc1c(C(F)(F)F)cc(-c2ccccc2)nc1SC(CCC1CC1)c1ccccc1 (stereo not given)	1	/
CCN1CCN(C(=O)C2CCN(c3nnc(-c4ccc(OC)cc4)o3)CC2)CC1	8	-5
CC(=NCc1ccco1)c1c(C(F)(F)F)[nH]n(-c2nc3ccccc3s2)c1=O	0	-3
Cc1cc2c(N3CCCC(C(=O)N4CCN(C5CCCCC5)CC4)C3)nccc2s1 (stereo not given)	40	-5
CCOc1cccc(C2CC(c3ccc(Cl)cc3)=NC3(CCN(C(C)=O)CC3)N2)c1O (stereo not given)	12	-1
O=C(c1ccco1)N1CCCn2cc(-c3ccc4c(c3)OCO4)nc21	25	-1
CCOC(=O)c1cn(C2CN(S(=O)(=O)Cc3ccccc3)C2)nn1	-6	-2
O=[N+]([O-])c1cnn(CCc2nn[nH]n2)c1	0	/
CCOC(=O)C1(CCC#N)C(=O)C=C(c2ccc(OC)cc2)CC1c1ccc2ccccc2c1 (stereo not given)	/	-5
COCCNC(=O)c1cccc(C2CCCN(C(=O)NC(C)C)C2)c1 (stereo not given)	-5	-8
COC(=O)c1ccsc1NC(=O)c1c[nH]c2ccccc12	30	-2
O=C(CCC1CCCC1)Nc1ccncc1	-2	-5
CCOc1ccc(Br)cc1C=CC(=O)O	-3	-9
CCCN1C(=O)CCc2cc(C(=O)N3CCOCC3)ccc21	-3	4
OC(COc1ccc(F)cc1)CN1CCN(Cc2c(F)cccc2Cl)CC1 (stereo not given)	/	-9

Profiles, quoted from the list. Screens in order: mHTT CaM bind | Pf apPOL inh
CC(=NCc1ccco1)c1c(C(F)(F)F)[nH]n(-c2nc3ccccc3s2)c1=O is listed with 0 | -3
Nc1ncnc2c1nc(Br)n2CC(O)CO (stereo not given) is listed with 4 | -4
COc1ccc(C2CC(=O)C3=C(C2)Nc2ccccc2NC3c2cccc(F)c2)cc1OC (stereo not given) is listed with 22 | -9
O=C(Nc1ccc2nc(-c3ccccn3)c(-c3ccccn3)nc2c1)N1CCC(c2ccccc2)C1 (stereo not given) is listed with 17 | -3
CCCN1C(=O)CCc2cc(C(=O)N3CCOCC3)ccc21 is listed with -3 | 4

Following part:
SMILES	mHTT CaM bind	Pf apPOL inh
Cc1cccc(NS(=O)(=O)c2cc3c(s2)CCN(C(=O)C2CC2)C3)c1C	0	-1
CN(C)C(=O)Cc1csc(-c2ccc(F)cc2)n1	13	10
CSc1ccc(CC(=O)Nc2nc(-c3cc([N+](=O)[O-])cs3)cs2)cc1	15	1
CCNC(=O)c1ccc2c3c(onc13)-c1ccccc1C2=O	51*	0
CSc1cccc(NC(=O)COc2ccccc2Cl)c1	-10	0
COc1ccccc1CNC(=O)c1cnn2c(C(F)(F)F)cc(-c3cccs3)nc12	23	-10
O=C1CCc2cc(NC(=O)c3ccc([N+](=O)[O-])cc3Cl)ccc2N1	-4	-2
CN(Cc1ccco1)C(=O)C1CCCN(c2ncnc3c2nc2n3CCCCC2)C1 (stereo not given)	6	2
COc1ccc(NC(=O)N2CC3CC(NS(C)(=O)=O)C2C3)c(C)c1 (stereo not given)	0	-4
CCn1c(-c2ccc(OC)c(F)c2)csc1=Nc1ccccc1	72*	-3
Cn1ccc2ccn(CC(=O)NCc3ccc(F)cc3)c(=O)c21	-8	-2
COc1cccc(Oc2coc3cc(OC(=O)C4CCCCC4)ccc3c2=O)c1	-3	-1
N#CC1=CN(c2ccc(Br)cc2F)c2ccccc2S1(=O)=O	2	-6
CC(NC(=O)c1ccc(F)cc1)C1CC1 (stereo not given)	-11	2
Cc1cccc(NC(=O)N2CC(C)Oc3ccc(C)cc32)c1 (stereo not given)	-4	-8
O=C(Nc1c(Cl)cc(Cl)cc1Cl)c1ccncc1	-2	-4
CCOc1ccc(C2=NC3(CCN(C)CC3)NC(c3cccc(OCC)c3O)C2)cc1 (stereo not given)	6	2
Cn1c2c(c(=O)n(C)c1=O)CN(Cc1ccc3c(c1)OCO3)CN2	/	-3
COc1cc2c(c([N+](=O)[O-])c1)NC(c1ccc(Br)cc1)C1CC=CC21 (stereo not given)	24	-1
Cc1cccc(CNC(=O)C2(C)Oc3cccnc3N(C(C)C)C2=O)c1 (stereo not given)	5	3
COc1cccc(-c2nc(C=Nc3ccc(C)cc3Br)c(O)o2)c1	-1	-3
Cc1ccc(CN2CCC(C(=O)N3CCN(c4ccccc4F)CC3)CC2)cc1	16	-4
O=C(Nc1ccccc1Cl)c1cccc(Cl)c1Cl	-19	-4
CCC(=O)Nc1ccc(-c2nc3ccccc3s2)cc1	22	0
COc1ccc(NC(=O)c2ccc(C)cc2Cl)cc1OC	-1	7
(listing goes on)
SMILES	mHTT CaM bind	Pf apPOL inh
O=C(Nc1ccc(Cl)cc1F)c1cc(S(=O)(=O)NCc2ccc(F)cc2)ccc1F	1	-7
Cc1ccc(CN2CC34C=CC(O3)C(C(=O)NCc3ccc(Cl)cc3)C4C2=O)cc1 (stereo not given)	29	-4
CCCc1nc(C)c2c(n1)N(Cc1ccccn1)C(=O)CC2	-8	-9
COc1cc(/C=C2\SC(=Nc3ccccc3)NC2=O)cc(OC)c1O	74*	12
COc1ccc2cc3cc(C(=O)Nc4cc(Cl)c(OC)cc4OC)oc3nc2c1	-3	2
CCNC(=O)N1CCCC(c2cccc(C(=O)NC3CCCCC3)c2)C1 (stereo not given)	-10	-5
CC1=NS(=O)(=O)N(C)C=C1C(=O)OCc1cccc(Cl)c1	-4	-7
O=C(NCc1ccc(F)cc1)C1CC(=O)N(CCc2ccccc2)C1 (stereo not given)	-6	-4
CN1C(=O)CCC2(CNC(=O)CCc3c[nH]c4ccccc34)CCCC12 (stereo not given)	-1	-4
CN(C)C=CC(=O)c1cccc(Cl)c1F	/	-6&4
CCCC(=O)N1CCN(c2cc(Oc3cccc(F)c3)ncn2)CC1C (stereo not given)	0	-4
O=S(=O)(c1ccc(Cl)cc1)c1cc(O)ccc1O	5	-6
COc1ccccc1N=c1oc2ccc(Cl)cc2cc1C(=O)Nc1nccs1	4	1
CCCCNC(=O)CCN1N=C(c2ccc(C)cc2)CCC1=O	-1	-19
COc1ccc(C(=O)Nc2cccc(Cl)c2)cc1	-7	-1
CCN(C(=O)C12CC3CC(CC(C3)C1)C2)C1CCS(=O)(=O)C1 (stereo not given)	1	2
O=C(O)C1CC1(C(=O)O)C(=O)O (stereo not given)	1	-5
COc1nn(C)cc1C(=O)Nc1nnc(-c2csc(C)n2)o1	58*	0
Cc1ccccc1C(=O)N1CCCC(COc2ccc(C(=O)N3CCCC3)cc2)C1 (stereo not given)	7	5
Cc1cc(NC(=O)C(NS(=O)(=O)c2cccs2)C(C)C)ccc1Br (stereo not given)	19	0
Cc1ccc(S(=O)(=O)CC(=O)Nc2ccc([N+](=O)[O-])cc2)cc1	-9	2
COc1ccccc1-c1noc(C2CCCN2C(=O)c2cnccn2)n1 (stereo not given)	-6	-3
O=C(NCC(O)c1ccc2c(c1)CCO2)C12CC3CC(CC(C3)C1)C2 (stereo not given)	3	-1
COc1ccccc1/C=C/C=c1\sc2nc(-c3cccc(Cl)c3)nn2c1=O	24	4
COc1cc(NCCNC(=O)Nc2ccc(C)c(F)c2)nc(OC)n1	-6	-1
Further records follow.
SMILES	mHTT CaM bind	Pf apPOL inh
CCOC(=O)CC1Sc2ccccc2N=C1SCC(=O)Nc1ccc(Cl)cc1Cl (stereo not given)	/	-3
CCc1ccccc1NC(=O)CCSc1ccc(Cl)cc1	-3	-1
COc1cc(O)c(C(CC(=O)N2CCCC2)c2ccc3c(c2)OCO3)c(OC)c1 (stereo not given)	13	0
Cc1nnsc1C(=O)Nc1ccc(CN2CCS(=O)(=O)CC2)cc1	/	-3
Cc1ccc(NC(=O)N2CCn3cccc3C2C)cc1F (stereo not given)	5	79*
O=C(Nc1ccccc1Cl)N1CCn2cccc2C1Cc1ccccc1 (stereo not given)	-2	2
COCc1cc(C)nc(SCc2ccccc2Cl)c1C#N	-35	4
COCCNC(=O)N1CC(c2nc(-c3cccnc3)no2)C2(CCOCC2)C1 (stereo not given)	-2	-7
Cc1ccc(S(=O)(=O)Nc2ccc(C(=O)O)cc2)cc1	4	-1
COC(=O)c1cc(Nc2ccc(OC)cc2)c2ccccc2n1	-5	-4
O=C(Nc1ccc(N2CCCCC2)nc1)C1CC1	-1	-2
C=CCc1cccc2cc(C(=O)Nc3ccc(I)cc3)c(=O)oc12	-1	0
Cc1cc(=O)oc2c1c(C)nn2-c1ccc(F)c(Cl)c1	9	1
O=C(CCCOc1ccccc1)N1CCN(c2ccc([N+](=O)[O-])cc2)CC1	1	-9
CC1CCCCC1NC(=O)CCS(=O)(=O)c1ccc(Br)cc1 (stereo not given)	-12	5
CCCNC(=O)CC1CCN(S(=O)(=O)c2ccc(Cl)s2)CC1	-9	2
CN(C)c1ccc(-c2nc3ccc(N)cc3[nH]2)cc1	56*	-74
O=C(NCc1ccncc1)C(=O)Nc1ccc(Br)cc1F	0	2
COc1ccc2ccc(OC)c(C=C3NC(=S)N(C)C3=O)c2c1	-2	-6
O=C(Nc1cc(F)cc(F)c1)NC1CCN(c2ccc(F)cc2)C1=O (stereo not given)	-6	-2
N#C/C(=C\c1ccc(Br)o1)c1nc(-c2ccccc2)cs1	4	8
CC(C)Cn1c(C2CCN(C(=O)c3ccc(Cl)s3)C2)nc2ccncc21 (stereo not given)	0	-2
O=C(Nc1ccc(Nc2cc(-n3cccn3)ncn2)cc1)c1cccs1	-3	-15
Cc1ccc(-c2cn3cc(C(=O)NC(C)c4cccnc4)ccc3n2)cc1 (stereo not given)	51*	0
COCCCNC(=O)c1c(NC(=O)COc2ccc([N+](=O)[O-])cc2)sc2c1CCCC2	-6	1
(continued)
SMILES	mHTT CaM bind	Pf apPOL inh
CCN1c2ccccc2C(=O)NC12CCN(C(=O)c1ccccc1)CC2	-6	-6
C=CCNC(=O)CN(c1ccc(C)cc1)S(=O)(=O)c1ccc(OC)cc1	-2	-3
CCCN(C(=O)Cc1nc(N)n[nH]1)C1(C(=O)Nc2c(C)cccc2C)CCCCC1	-7	0
Cc1nnc(NC(=O)CSc2n[nH]c(-c3ccccc3)n2)s1	2	3
Cn1nc(-c2nc(C3CC3)no2)c2c1CCN(S(=O)(=O)c1cccc(F)c1)C2	15	1
NC(=O)c1c(N)sc2c1CCCC2	22	/
CCCOc1ccc(C(=O)Nc2ccc(S(=O)(=O)Nc3ncccn3)cc2)cc1	-2	-5
O=C(/C(=N/O)n1cncn1)c1ccc(Cl)cc1Cl	i	-4
CCCC(C)NC(=O)N1CCOCC1 (stereo not given)	-5	/
COc1ccc(NC(=O)C2C3CC/C=C\CCC32)cc1 (stereo not given)	0	-7
O=C(NCc1ccncc1)C(=O)Nc1ccccc1Cl	-2	-8
O=S(=O)(Nc1ccc(C(F)(F)F)cc1Cl)c1ccc(Cl)cc1	/	-11
COc1cc(-c2nc(C=Nc3ccc(C)cc3Br)c(O)o2)cc(OC)c1OC	13	-2
COc1ccc2oc(=O)cc(-c3cc4ccccc4o3)c2c1	4	7
O=C1OC(c2cccc(Br)c2)=N/C1=C\c1ccc(I)cc1	5	26

4 entries from above, set out differently:
> Cn1nc(-c2nc(C3CC3)no2)c2c1CCN(S(=O)(=O)c1cccc(F)c1)C2
  mHTT CaM bind: 15; Pf apPOL inh: 1
> CCCN(C(=O)Cc1nc(N)n[nH]1)C1(C(=O)Nc2c(C)cccc2C)CCCCC1
  mHTT CaM bind: -7; Pf apPOL inh: 0
> C=CCNC(=O)CN(c1ccc(C)cc1)S(=O)(=O)c1ccc(OC)cc1
  mHTT CaM bind: -2; Pf apPOL inh: -3
> O=C(NCc1ccncc1)C(=O)Nc1ccccc1Cl
  mHTT CaM bind: -2; Pf apPOL inh: -8

From PubChem
